Screens deposited in PubChem BioAssay by Broad Institute.
DLD1 CTGF mRNA = YAP1 pathway inhibitors via CTGF transcript, primary screen, DLD1 colon cancer cells, RT-qPCR, single point (AID 743449). DLD1 CTGF mRNA qPCR, 24 h; stronger effect = higher value. inhibition, % at 12.5 µM. 0.9% of 9,900 active;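 active means mean normalized replicate activity at least 50 and at least half of replicates each reaching 50; inconclusive means only one of the two criteria met; inactive means neither criterion met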;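 further: 0% = neutral control wells and 100% = dasatinib control wells; higher means stronger suppression of CTGF expression like dasatinib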
Pax4 mRNA alpha TC1 = activators of Pax4 gene expression, primary screen, RT-PCR, mouse alpha TC1 cells, single point (AID 1053180). mouse alpha TC1 cells, Pax4 mRNA qPCR, 6 days; stronger effect = higher value; 100% = Pax4 plasmid added at qPCR. activation, % at 10 µM. 0.2% of 9,600 active;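 active means highest normalized replicate activity of 15 or more, or at least half the replicates reach 15 or more; inactive means neither condition met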;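 further: pax4 Ct normalized to GAPDH with activation seen as lower delta delta Ct; plate controls were plate neutral control wells for no effect and Pax4 plasmid positive control for full effect; each compound tested in two replicate wells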
Starred values were filed as active, the others as inactive; ? = inconclusive; nt = not tested or not shown; & = joins results of further samples.

molecule	Pax4 mRNA alpha TC1	DLD1 CTGF mRNA
CC(C)NC(=O)N[C@@H]1CC[C@H](CC(=O)NCCCN(C)C)O[C@H]1CO	0.0	-25
COc1ccc(C(=O)N2C[C@H]3[C@@H](c4ccccc42)[C@@H](CO)N3C(=O)NC(C)C)cc1	0.0	-26
NCC[C@@H]1CC[C@@H](NC(=O)NC2CCCCC2)[C@@H](CO)O1	0.0	6
CN1c2ccc(-c3cccc(C#N)c3)cc2[C@@H]2[C@@H](CCN2C(=O)CN2CCOCC2)[C@H]1CO	0.0	-6
CCCC#Cc1ccc([C@H]2[C@H](CO)N3C(=O)CN(S(=O)(=O)c4ccccc4C)C[C@@H]23)cc1	0.0	27
COc1ccc2c3c(n(C)c2c1)[C@@H](CO)N(C(=O)C1CC1)CC31CCN(C(=O)CN(C)C)CC1	0.0	16
C[C@@H]1CCCCO[C@@H](CN(C)C(=O)NC2CCCCC2)[C@@H](C)CN([C@@H](C)CO)C(=O)c2cc(N(C)C)ccc2O1	0.0	-10
COc1ccc2c3c(n(C)c2c1)[C@H](CO)NCC31CN(Cc2ccccc2Cl)C1	0.1	21
C[C@H](CO)N1C[C@H](C)[C@H](CN(C)Cc2ccc(C(F)(F)F)cc2)OCCCC[C@H](C)Oc2ccc(NC(=O)Nc3cccc4ccccc34)cc2C1=O	0.0	0
Cc1ccc(S(=O)(=O)N(C)C[C@@H]2OCCCC[C@@H](C)Oc3ccc(NC(=O)c4ccncc4)cc3C(=O)N([C@H](C)CO)C[C@@H]2C)cc1	0.0	-2
C[C@H](CO)N1C[C@H](C)[C@H](CN(C)S(C)(=O)=O)Oc2ccc(NC(=O)Nc3ccc(F)cc3)cc2CC1=O	0.0	-8
CCC(=O)Nc1ccc2c(c1)C(=O)N(C)C[C@@H](OC)[C@@H](C)CN(C(=O)Cc1cccnc1)[C@H](C)CO2	0.0	13
COc1cc(CN2[C@@H]3CNC[C@H]2C3c2ccc(-c3ccc(C)cc3)cc2)cc(OC)c1 (stereo partly drawn)	0.0	-30
CCc1csc(N2[C@@H](C#N)[C@@H](c3ccccc3C3=CCCC3)[C@@H]2CO)n1	0.0	4
C[C@@H](NC(=O)C[C@@H]1CC[C@@H]2[C@H](COC[C@@H](O)CN2C(=O)Nc2cccc(Cl)c2)O1)c1ccccc1	0.0	4
COc1ccc(S(=O)(=O)Nc2ccc3c(c2)C(=O)N([C@@H](C)CO)C[C@H](C)[C@@H](CN(C)S(=O)(=O)c2ccc(Cl)cc2)OCCCC[C@H](C)O3)cc1	0.1	9
O=C(c1ccccn1)N1C[C@H]2[C@@H](c3ccccc31)[C@H](CO)N2C(=O)C1CCCCC1	0.0	-16
CO[C@@H]1CN(C)C(=O)c2ccc(NS(=O)(=O)c3c(C)noc3C)cc2OC[C@H](C)NC[C@H]1C	0.0	-25
CN1c2ccc(-c3ccccc3F)cc2[C@@H]2[C@@H](CCN2C(=O)Nc2cc(F)ccc2F)[C@@H]1CO	0.0	24
Fc1ccc(F)c(CN2[C@@H]3CNC[C@H]2C3c2ccc(-c3ccncc3)cc2)c1 (stereo partly drawn)	0.0&0.0	-12&-32

molecule	Pax4 mRNA alpha TC1	DLD1 CTGF mRNA
C[C@@H]1CCCCO[C@@H](CN(C)Cc2ccc(C(F)(F)F)cc2)[C@H](C)CN([C@H](C)CO)C(=O)c2cc(NC(=O)Nc3cccc4ccccc34)ccc2O1	0.1	3
C[C@H]1CN([C@@H](C)CO)C(=O)c2ccccc2-c2ccccc2CO[C@H]1CN(C)Cc1cccnc1	0.0	-29
Cc1noc(C)c1S(=O)(=O)N(C)C[C@H]1Oc2ccc(N(C)C)cc2C(=O)N([C@H](C)CO)C[C@@H]1C	0.0	-10
C[C@H](CO)N1C[C@H](C)[C@@H](CN(C)S(=O)(=O)c2cccs2)OCc2ccccc2-c2ccccc2C1=O	0.2	-44
CCNC(=O)C[C@H]1CC[C@@H]2[C@H](COC[C@H](O)CN2C(=O)C2CCCC2)O1	0.0	-2
O=C1CNC[C@H]2[C@H](c3ccc(C#CC4CCCCC4)cc3)[C@H](CO)N12	0.0	10
COc1ccc2c3c([nH]c2c1)[C@@H](CO)N(C(=O)CN(C)C)CC31CCN(Cc2cncnc2)CC1	0.0	19
CNC[C@@H]1OCCCC[C@@H](C)Oc2ccc(N)cc2C(=O)N([C@@H](C)CO)C[C@H]1C	0.0	-7
CCC(=O)N(C)C[C@H]1[C@@H](c2ccc(-c3cccc(F)c3)cc2)[C@@H](CO)N1C(C)=O	0.0	16
CNC[C@H]1Oc2ccc(NS(=O)(=O)c3ccc(OC)cc3)cc2C(=O)N([C@H](C)CO)C[C@@H]1C	0.0	-3
CC(C)(C)S(=O)N1Cc2cc(C(=O)NCc3ccc(Oc4ccccc4)cc3)nc(-c3cccc(C#CCC4CCCC4)c3)c2[C@@H]1CCO (stereo partly drawn)	0.4	-25
CN1C(=O)c2cc(NC(=O)c3cnccn3)ccc2OC[C@@H]2O[C@@H](CC(=O)N[C@H]3CCN(Cc4ccccc4)C3)CC[C@H]21	0.0	-25
O=C(Nc1ccccc1Cl)N1C[C@@H]2[C@H](c3ccccc31)[C@@H](CO)N2C(=O)c1cccnc1	0.0	6
N#C[C@@H]1N[C@H](CO)[C@@H]1c1ccc(-c2cccc(F)c2)cc1	0.0	13
O=C1CCCCn2cc(nn2)COC[C@H](Cc2ccccc2)N1	0.1	4
CCC(=O)N1CC2(C1)CN(C(=O)c1cnccn1)[C@@H](CO)c1c2c2ccc(OC)cc2n1C	0.0	21
OC[C@H]1[C@H](c2ccccc2)C2(CN(Cc3ccccc3F)C2)N1Cc1ccccc1F	nt	35
O=C(C1CCOCC1)N1CC(=O)N2[C@H](CO)[C@H](c3ccc(C#CC4CCCCC4)cc3)[C@H]2C1	0.0	2
C/C=C/c1ccc([C@@H]2[C@H](CO)N(CCC(F)(F)F)C23CN(C(=O)CC2CC2)C3)cc1	nt	20
O=C([C@@H]1[C@@H](CO)[C@@H]2Cn3c(ccc(C4=CCCC4)c3=O)[C@H]1N2C(=O)c1cccnc1)N1CCOCC1	0.0	-18

molecule	Pax4 mRNA alpha TC1	DLD1 CTGF mRNA
CCC(=O)N1[C@H](CO)[C@H](c2ccc(-c3cncnc3)cc2)[C@@H]1CN(C)C(C)=O	0.0	-30
Cc1ccc(S(=O)(=O)NCC[C@H]2CC[C@@H](NC(=O)c3cccnc3)[C@H](CO)O2)cc1	0.0	-16
O=C(Cc1ccncc1)N1CC(=O)N2[C@H](CO)[C@H](c3ccc(Br)cc3)[C@@H]2C1	0.0	-24
C[C@@H]1CN([C@@H](C)CO)C(=O)c2cc(NC(=O)CCC(F)(F)F)ccc2O[C@@H](C)CCCCO[C@H]1CN(C)C(=O)c1ccncc1	0.0	-3
CO[C@H]1CN(C)C(=O)c2ccc(NS(C)(=O)=O)cc2OC[C@H](C)N(CC2CC2)C[C@H]1C	0.0	18
C[C@@H](NC(=O)[C@H]1[C@H](CO)[C@H]2Cn3c(cccc3=O)[C@@H]1N2C(=O)C1CCC1)c1ccccc1	0.0	-4
O=C(NCc1cccc(F)c1)[C@@H]1[C@@H](CO)[C@@H]2Cn3c(ccc(-c4ccncc4)c3=O)[C@H]1N2CC1CC1	0.0	-14
O=S(=O)(c1ccccc1)N1C[C@H]2[C@@H](c3ccccc31)[C@@H](CO)N2Cc1ccccn1	0.0	17
COc1cccc(C(=O)Nc2ccc3c(c2)C(=O)N(C)[C@@H]2CC[C@@H](CC(=O)NCc4ccc(F)cc4)O[C@@H]2CO3)c1	0.0	-3
O=C(Nc1cc(F)ccc1F)N[C@@H]1CC[C@@H](CCn2cc(C3CCCCC3)nn2)O[C@@H]1CO	0.0	31
CO[C@@H]1CC[C@@H]2CCOc3ccc(C#N)cc3C(=O)N(C)C[C@H](c3ccccc3)CC(=O)N(C)C[C@@H]1O2	0.0	-9
CC(=O)N1C[C@@H]2[C@H](c3ccccc31)[C@H](CO)N2Cc1ccc(Cl)cc1	0.0	17
CN(C)Cc1cn(CC[C@H]2CC[C@@H](NC(=O)Cc3cccnc3)[C@@H](CO)O2)nn1	0.0	-15
O=C(CN1CCOCC1)N[C@@H]1CC[C@@H](CCn2cc(C3CC3)nn2)O[C@H]1CO	0.0	-9
COCC(=O)N1[C@@H](C#N)[C@@H](c2ccccc2C2=CCCC2)[C@@H]1CO	0.0	-8
Cc1noc(C)c1NC(=O)N(C)C[C@H]1Oc2ccc(NC(=O)Cc3cn(C)c4ccccc34)cc2CC(=O)N([C@@H](C)CO)C[C@H]1C	0.0	-7
N#C[C@H]1[C@H](c2ccccc2-c2cccc(F)c2)[C@H](CO)N1C(=O)C1CC1	0.0	35
CC(C)C(=O)Nc1ccc2c(c1)C(=O)N(C)[C@H]1CC[C@@H](CC(=O)NCCc3ccccc3)O[C@H]1CO2	0.0	7
COc1cccc(NC(=O)N2CC(=O)N3[C@H](CO)[C@H](c4ccc(C#CCC5CCCC5)cc4)[C@@H]3C2)c1	0.0	7
CCS(=O)(=O)N1[C@H](C#N)[C@@H](c2ccc(C#Cc3ccccc3F)cc2)[C@@H]1CO	0.0	-13

molecule	Pax4 mRNA alpha TC1	DLD1 CTGF mRNA
C[C@@H]1CCCCO[C@@H](CN(C)C(=O)Nc2ccc3c(c2)OCO3)[C@@H](C)CN([C@H](C)CO)C(=O)c2cc(NS(=O)(=O)c3ccc(F)cc3)ccc2O1	0.0	-1
CCCN(C)C[C@H]1OCc2ccccc2-c2ccccc2C(=O)N([C@@H](C)CO)C[C@H]1C	0.0	6
COc1ccc2c3c([nH]c2c1)[C@H](CO)N(C(=O)Nc1ccc(F)cc1)CC31CN(Cc2cc(F)ccc2F)C1	0.4	7
O=C(NC1CCCC1)N[C@H]1C=C[C@H](CC(=O)N2CCOCC2)O[C@H]1CO	0.0	-17
C[C@@H]1CN([C@@H](C)CO)C(=O)c2cc(NC(=O)C3CCCCC3)ccc2O[C@@H]1CN(C)C(=O)Nc1ccc(C(F)(F)F)cc1	0.1	4
CO[C@@H]1CC[C@H]2CCOc3ccc(C#N)cc3C(=O)N(C)[C@@H](C)C(=O)N(C)C[C@H]1O2	0.0	-21
CO[C@H]1CN(C)C(=O)c2cc(NS(=O)(=O)CC(F)(F)F)ccc2OC[C@@H](C)NC[C@@H]1C	0.0	-8
COCc1cn(CC[C@H]2CC[C@@H](NC(=O)Nc3c(C)noc3C)[C@@H](CO)O2)nn1	0.0	17
CC(=O)N1[C@H](CO)[C@H](c2ccccc2)[C@@H]1CNC(=O)CN1CCOCC1	0.0	1
COc1ccc(NC(=O)N2[C@@H]3CNC[C@H]2C3c2ccc(/C=C/c3ccccc3)cc2)cc1 (stereo partly drawn)	0.0&0.0	29&13
O=C(C1CC1)N1C[C@@H]2[C@H](c3ccccc31)[C@H](CO)N2C(=O)c1ccccc1	0.0	-3
Cc1ccc(S(=O)(=O)Nc2cccc3c2O[C@H](CN(C)C(=O)Nc2ccc(C(F)(F)F)cc2)[C@@H](C)CN([C@H](C)CO)C3=O)cc1	0.0	?
C[C@@H]1CN([C@H](C)CO)C(=O)c2cc(NS(=O)(=O)c3ccccc3)ccc2O[C@@H](C)CCCCO[C@@H]1CN(C)C(=O)C1CCCCC1	0.0	-24
CCCNC(=O)C[C@@H]1CC[C@H]2[C@@H](COC[C@H](O)CN2Cc2ccncc2)O1	0.0	-16
COc1cccc(CN2CC3(CCN(C)CC3)c3c([nH]c4cc(OC)ccc34)[C@H]2CO)c1	0.0	-6
Cc1cccc(S(=O)(=O)N2C[C@H](O)COC[C@H]3O[C@H](CC(=O)Nc4ccccc4)CC[C@@H]32)c1	0.0	-7
C[C@@H]1CN([C@@H](C)CO)C(=O)c2ccccc2-c2ccccc2CO[C@H]1CN(C)S(=O)(=O)c1cccs1	0.0	3
CCCNC(=O)N(C)C[C@H]1Oc2cc(C#C[C@@H](C)O)ccc2S(=O)(=O)N([C@@H](C)CO)C[C@H]1C	0.0	13
COc1ccccc1S(=O)(=O)N(C)C[C@H]1OCc2cn(nn2)CCCC(=O)N([C@H](C)CO)C[C@@H]1C	0.0	3
CN(C)C(=O)c1cccc(-c2ccc([C@H]3[C@@H](CO)N4CCCCN(CC5CCOCC5)C[C@H]34)cc2)c1	0.0	-44

molecule	Pax4 mRNA alpha TC1	DLD1 CTGF mRNA
COCC(=O)Nc1ccc2c(c1)[C@@H]1C[C@@H](CC(=O)N3CCOCC3)O[C@H](CO)[C@@H]1O2	0.0	-14
COc1ccccc1CNC(=O)C[C@H]1CC[C@@H]2[C@@H](COc3ccc(NC(C)=O)cc3C(=O)N2C)O1	0.0	-4
O=C(Nc1ccc(F)cc1)N1CC(=O)N2[C@@H](CO)[C@@H](c3ccc(C#Cc4cccnc4)cc3)[C@@H]2C1	0.0	-48
N#Cc1cccc(-c2ccc3c(c2)[C@@H]2[C@@H](CCN2C(=O)CN2CCOCC2)[C@H](CO)N3)c1	0.0	12

3 entries from above, sorted by molecular weight, low to high:
molecule	Pax4 mRNA alpha TC1	DLD1 CTGF mRNA
CCS(=O)(=O)N1[C@H](C#N)[C@@H](c2ccc(C#Cc3ccccc3F)cc2)[C@@H]1CO	0.0	-13
Cc1ccc(S(=O)(=O)Nc2cccc3c2O[C@H](CN(C)C(=O)Nc2ccc(C(F)(F)F)cc2)[C@@H](C)CN([C@H](C)CO)C3=O)cc1	0.0	?
C[C@@H]1CN([C@H](C)CO)C(=O)c2cc(NS(=O)(=O)c3ccccc3)ccc2O[C@@H](C)CCCCO[C@@H]1CN(C)C(=O)C1CCCCC1	0.0	-24

This is a subset; count on the stated rates, not on these rows.
